NR2E3 ag-1: NR2E3 agonists in two-hybrid cells, primary screen, cell-based, luminescence, CHO-S, Gal4-NCOR/VP16-NR2E3; Photoreceptor-specific nuclear receptor (Homo sapiens), Q9Y5X4; luciferase; inhibition of corepressor binding, % at 3.98 µM; 0.35% of 360,000 active; AID 602229, 2012;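 active = inhibition above the mean of all tested compounds plus 3 SD, cut at about 70% in these data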;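 also: 0% = DMSO with NR2E3 transfected cells and 100% = cells lacking NR2E3 construct; higher means lower luciferase signal from less NR2E3 corepressor binding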
Target sequence (Q9Y5X4 whole entry, looked up, the tested form may be a part): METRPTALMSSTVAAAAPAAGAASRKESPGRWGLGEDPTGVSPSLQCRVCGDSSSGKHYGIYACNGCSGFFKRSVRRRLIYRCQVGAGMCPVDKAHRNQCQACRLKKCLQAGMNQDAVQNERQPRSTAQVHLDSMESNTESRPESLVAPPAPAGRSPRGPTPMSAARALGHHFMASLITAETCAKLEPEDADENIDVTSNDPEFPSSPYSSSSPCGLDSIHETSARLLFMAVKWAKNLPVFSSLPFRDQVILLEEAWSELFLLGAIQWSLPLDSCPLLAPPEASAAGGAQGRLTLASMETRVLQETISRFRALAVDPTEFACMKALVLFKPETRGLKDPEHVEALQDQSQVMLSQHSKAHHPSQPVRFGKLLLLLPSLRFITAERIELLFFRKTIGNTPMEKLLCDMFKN
NR2E3 ag-2: inhibitors of NR2E3-RetCOR corepressor binding, primary screen, NR2E3 agonist project, biochemical, TR-FRET, GST-NR2E3, biotin-RetCOR. Photoreceptor-specific nuclear receptor (Homo sapiens), Q9Y5X4. 1536-well. inhibition of corepressor binding, % at 4.78 µM. 0.12% of 320,000 active. AID 2300, 2010;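 active = percent inhibition above the cutoff of mean plus 3 SD of all tested compounds, set per screening campaign, cut at about 20% in these data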;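 also: 0% = DMSO wells and 100% = biotin wells as full block of FRET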
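Material: NR2E3–RetCOR corepressor complex / Incubation: Compound–protein incubation for 5 h at 4 °C / Dosing: compound at 4.8 µM, single dose / Detection: time-resolved FRET / Benchmarks: high control biotin, low control 0.6% DMSO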
HIF-2a block: HIF-2a reporter inhibitors, primary screen, luminescence, 786-0 RCC cells. 786-0 RCC cells HIF-2a reporter, luciferase luminescence, overnight. inhibition, % at 18.8 µM. 0.72% of 360,000 active. AID 624352, 2012;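 active = inhibition of the luminescence signal of 40% or more relative to plate controls, in a single-dose primary screen at 18.75 µM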
KKLEB cytotox: cytotoxicity in KKLEB CF airway cells, primary screen, cytotoxicity control for CF NF-kB inhibitor project, cell-based, uHTS, fluorescence assay plates. KKLEB CF airway cells viability, ATPlite luminescence, overnight; hits give low values; cells stimulated with P. aeruginosa culture filtrate. 0.36% of 360,000 active. activity change (cytotoxicity), % at 5 µM. AID 602141, 2011;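 active = corrected activity change at or below -50% at 5 µM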
CF NFkB block: inhibitors of PAF-induced NF-kB signaling, primary screen, cell-based, GFP fluorescence, uHTS; KKLEB NF-kB-GFP reporter, GFP fluorescence overnight; inhibition, % at 5 µM; 0.86% of 360,000 active;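 active = at least 50% inhibition at 5 µM, scaled per plate between neutral and stimulator controls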;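 also: PAF is a Pseudomonas aeruginosa culture filtrate used as stimulus; plate controls were PAF-stimulated DMSO wells for no effect and unstimulated DMSO wells for full effect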
Peg3 prom inh: Peg3 promoter-driven luciferase inhibitors, primary screen, cell-based, HeLa, luciferase luminescence; HeLa PEG-Prom luciferase reporter, overnight; inhibition, % at 20 µM; 1.7% of 360,000 active; AID 588405, 2011;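 active = inhibition of at least 50% at 20 µM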
hiPSC survival: enhancers of single-cell hiPSC survival, primary screen, ATPlite luminescence; 100% = ROCK inhibitor wells, 0% = DMSO; survival enhancement, % at 20 µM; 0.044% of 360,000 active; AID 602274, 2012; in the data active = survival enhancement above about 18%;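 also: cells exposed to compounds for 16 hours before the ATP read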
Shn3 inh set2: reduction of Shn3 3'UTR firefly luciferase signal, primary screen, Schnurri-3 inhibitor project, cell-based, Clone20 osteoblasts, set 2. Clone20 osteoblast Shn3 3'UTR firefly luciferase, 24 h. inhibition, % at 12.5 µM. 0.52% of 360,000 active. AID 588674, 2011;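 active = mean inhibition of at least 75% with every replicate also reaching 75%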;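 also: 0% = median of neutral control wells and 100% = pilot-screen positive control compound; some compounds past the cut are filed as inactive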
C8 TRAIL sens: viability loss with TRAIL in NB7+C8 cells, primary screen, TRAIL sensitizer project, cell-based, ATPlite luminescence | inhibition (viability loss, TRAIL sensitization), % at 10 µM | 1% of 360,000 active;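 active = compounds causing at least 50% loss of cell viability in the single-dose screen, relative to plate controls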
EBV LMP1 NFkB: EBV LMP1-driven NF-kappaB luciferase reporter inhibitors, primary screen, cell-based, luminescence, single point; inhibition, % at 12.5 µM; LMP1-induced NF-kappaB luciferase reporter cells; AID 504558, 2011; 0.69% of 350,000 active; in the data active = inhibition above about 41%;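 also: 0% = neutral control wells and 100% = reference inhibitor control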
MITF TRPM1 inh: inhibitors of MITF-dependent TRPM1 promoter reporter, primary screen, cell-based, SK-MEL-5, single point, luciferase; inhibition, % at 12.5 µM; 0.83% of 330,000 active; SK-MEL-5 TRPM1 promoter luciferase, 24 h;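 active = mean inhibition across replicates of 60% or more, whatever share of single replicates reaches that level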; also: values of inactives mirror those of a sister screen read the other way
* marks the source's active call; other numbers are inactive results; · = no result given. Only part of the results is shown (hit frequency here may not be typical).

[1] Cn1c(=O)c([N+](=O)[O-])c(Oc2ccccc2)c2ccccc21
[2] COc1ccc(-c2nc(CS(=O)CC(=O)NCCc3ccc(C)cc3)c(C)o2)cc1OC (stereo unspecified)
[3] COc1ccc(Cl)cc1C(=O)NC(=S)Nc1ccccc1N1CCOCC1
[4] O=C(O)C1(c2cccc(Cl)c2)CCC1
[5] O=C(CC(c1ccccc1)(c1ccccc1)c1ccccc1)N[C@@H](Cc1ccc(O)cc1)C(=O)O
[6] OCCN1CCN(c2cnc(-c3ccsc3)cn2)CC1
compound no.	1	2	3	4	5	6
NR2E3 ag-1	-14	-32	-3	-27	6	-137
NR2E3 ag-2	·	-1	2	0	2	·
HIF-2a block	16	10	2	17	4	-200
KKLEB cytotox	3	-1	-10	8	7	-2
CF NFkB block	-2	-4	16	-2	0	-2
Peg3 prom inh	15	8	26	13	1	-251
hiPSC survival	0.2	-0.5	-0.4	0.6	0.0	3.0
Shn3 inh set2	-8	-4	1	12	-8	-56
C8 TRAIL sens	-11	-1	8	8	18	9
EBV LMP1 NFkB	5	-4	0	-7	-6	·
MITF TRPM1 inh	35	-6	34	-5	7	·

[7] N#Cc1cccc(NC(=O)Cc2ccsc2)c1
[8] COCCN1C(=O)N(c2ccc(Cl)cc2)C(=O)C1CC(=O)Nc1cc(OC)cc(OC)c1 (stereo unspecified)
[9] Cc1ccccc1NC(=O)COC(=O)Cc1cccc(C(F)(F)F)c1
[10] COc1ccc(CCN(C)C2CCCN(C(=O)CCSC)C2)cc1OC (stereo unspecified)
[11] CC(C)C(NC(=O)c1ccccc1NC(=O)C(C)(C)C)C(=O)N1CCOCC1 (stereo unspecified)
[12] O=S(=O)(NNc1nccc(C(F)(F)F)n1)c1cccc(Cl)c1Cl
compound no.	7	8	9	10	11	12
NR2E3 ag-1	-1	-36	-19	17	-25	6
NR2E3 ag-2	0	-2	0	-1	·	-1
HIF-2a block	-9	7	3	20	11	9
KKLEB cytotox	5	2	9	-12	4	2
CF NFkB block	16	3	1	5	-41	9
Peg3 prom inh	2	16	12	-2	-1	16
hiPSC survival	0.2	-0.4	-1.8	0.3	0.4	0.3
Shn3 inh set2	-1	-7	10	0	-10	10
C8 TRAIL sens	-14	35	-4	13	19	-1
EBV LMP1 NFkB	-2	5	-8	-2	7	0
MITF TRPM1 inh	-4	3	-16	-8	0	14

[13] CCOCCc1nnc(NC(=O)C(CC)c2ccccc2)s1 (stereo unspecified)
[14] Cc1ccc(C2CC2c2n[nH]c(=S)n2-c2ccc(C)cc2)cc1 (stereo unspecified)
[15] COc1ccc(C(=O)Nc2ccc3[nH]ncc3c2)cc1OC
[16] C=CCC1C=C(C)CC(CC=C)N1 (stereo unspecified)
[17] COC(=O)c1ccc(S(=O)(=O)N2CCN(C(c3ccccc3)c3ccccc3)CC2)n1C
[18] OCC[C@@H]1C[C@H](O)[C@@H](O)[C@]2(OCc3cc(C(F)(F)F)ccc32)O1
compound no.	13	14	15	16	17	18
NR2E3 ag-1	16	-1	8	-2	-5	-16
NR2E3 ag-2	3	0	3	5	2	·
HIF-2a block	16	-22	-36	19	18	16
KKLEB cytotox	6	15	-2	-4	-5	-21
CF NFkB block	2	-25	28	-19	14	22
Peg3 prom inh	6	-8	-15	10	15	3
hiPSC survival	-0.1	1.8	0.8	0.3	0.3	0.2
Shn3 inh set2	0	6	-10	-17	5	-26
C8 TRAIL sens	0	4	-8	-1	3	5
EBV LMP1 NFkB	1	4	19	-3	-9	·
MITF TRPM1 inh	1	11	-12	-11	-4	·

[19] O=C1c2ccccc2NC(c2c(Cl)cccc2Cl)N1Cc1ccccc1 (stereo unspecified)
[20] CCOC(=O)CNC(=S)N(CCCN1CCCCCC1)Cc1cccs1
[21] CCN(CC)C(=O)CSc1nc2cc3c(cc2c(=O)n1Cc1ccco1)OCO3
[22] Cc1cccc(NC(=O)C(C)Sc2nc3nc(C)cc(C)n3n2)c1 (stereo unspecified)
[23] Cc1cc(C)nc(SCC(=O)NC2=NN=C(c3ccc(Br)cc3)CS2)n1
[24] COc1cc(NC(=O)CCc2c(C)noc2C)c(Cl)cc1C(=O)O
compound no.	19	20	21	22	23	24
NR2E3 ag-1	-50	3	-14	-18	35	-11
NR2E3 ag-2	2	3	0	·	-3	·
HIF-2a block	29	14	13	-2	-37	-2
KKLEB cytotox	10	0	-6	-15	17	-13
CF NFkB block	2	-9	-5	1	-48	10
Peg3 prom inh	21	-10	13	-2	26	-6
hiPSC survival	0.4	2.4	-0.5	-1.2	-2.1	2.5
Shn3 inh set2	4	1	2	-4	-19	5
C8 TRAIL sens	1	1	-13	-5	-8	-5
EBV LMP1 NFkB	1	-8	-1	1	-19	-8
MITF TRPM1 inh	2	-8	-3	2	16	-7

[25] CCOC(=O)C[C@H]1c2cc(C(F)(F)F)ccc2S(=O)(=O)N1C(C)C
[26] CCOC(=O)CNC(=O)Nc1ccccc1C(=O)OC
[27] Cc1cc(Br)c(NC(=O)c2ccccc2[N+](=O)[O-])cc1C
[28] CCOC(=O)c1ccccc1OCc1cc(/C=N/n2cncn2)ccc1OC
[29] CCN1C(=O)c2ccccc2S(=O)c2ccc(C(=O)N3CCCCCC3)cc21 (stereo unspecified)
[30] Cc1cc(C)c(S(=O)(=O)c2ccc(F)cc2C)c(Cl)n1
compound no.	25	26	27	28	29	30
NR2E3 ag-1	-3	5	-1	-25	-18	-83
NR2E3 ag-2	3	-1	2	1	4	-1
HIF-2a block	5	-3	14	12	3	-3
KKLEB cytotox	4	8	-1	-8	3	11
CF NFkB block	2	10	-2	-10	-46	-5
Peg3 prom inh	-2	-5	-6	29	4	5
hiPSC survival	0.6	1.7	1.3	-0.3	0.4	-0.6
Shn3 inh set2	-3	-15	8	6	1	-5
C8 TRAIL sens	3	2	-1	7	16	3
EBV LMP1 NFkB	-6	-9	0	5	7	-12
MITF TRPM1 inh	-6	-4	6	25	8	-15

[31] O=C(CSc1nnnn1-c1ccccc1)c1ccco1
[32] O=[N+]([O-])c1cc(/C=N/O)ccc1Oc1cccc(Cl)c1
[33] O=C(c1cccc(F)c1)N1CCc2ccccc21
[34] COc1cccc(-c2cc(C(=O)Nc3cnn(Cc4ccccc4C)c3)no2)c1
[35] CN(CC(=O)Nc1ccccc1Cl)C(=O)c1cc(=O)[nH]c2ccccc12
[36] COc1ccc(NC(=O)CSc2nccn2-c2ccccc2)c(OC)c1
compound no.	31	32	33	34	35	36
NR2E3 ag-1	-33	-19	-1	-3	7	-6
NR2E3 ag-2	1	2	1	1	1	1
HIF-2a block	-105	3	-11	16	1	-2
KKLEB cytotox	13	-2	-4	-21	2	-13
CF NFkB block	-5	-4	-16	21	-22	8
Peg3 prom inh	-115	-10	-1	-6	23	1
hiPSC survival	0.2	2.4	1.6	-1.9	0.4	-1.4
Shn3 inh set2	-40	1	-15	19	-17	5
C8 TRAIL sens	-1	-6	-14	-7	11	-3
EBV LMP1 NFkB	-2	10	-32	3	-10	-6
MITF TRPM1 inh	-28	12	21	-8	3	-5

[37] CCOC(=O)c1c(NC(=O)C2CCCO2)sc2c1CCC2 (stereo unspecified)
[38] O=C(NCc1ccncc1)c1ccc(OCc2ccccc2)cc1
[39] O=c1oc2ccccc2c2c1ccc1ccccc12
[40] Cc1ccccc1CC1(C)C(=O)Nc2ccc(S(=O)(=O)NC3CCCCC3)cc21 (stereo unspecified)
[41] O=C(COc1ccc(Cc2ccccc2)cc1)c1ccc(F)cc1
[42] CN(C)CCCN(C(=O)c1cccc(N2C(=O)CCC2=O)c1)c1nc2cc3c(cc2s1)OCO3
[43] Cc1cc(CN2CCC(N3CCC(C(=O)NC4CC4)CC3)CC2)cc(C)c1O
compound no.	37	38	39	40	41	42	43
NR2E3 ag-1	6	15	-8	-26	-86	-30	-7
NR2E3 ag-2	1	1	·	·	-1	2	1
HIF-2a block	14	-3	-1	17	-189	-1	8
KKLEB cytotox	-8	-2	0	3	-9	-6	14
CF NFkB block	0	-4	-50	15	2	-6	-12
Peg3 prom inh	6	10	7	24	-149	-5	-2
hiPSC survival	3.8	-0.3	4.7	0.1	-0.9	-0.8	0.4
Shn3 inh set2	9	17	-16	2	-22	1	-7
C8 TRAIL sens	-12	5	-4	1	-9	31	-16
EBV LMP1 NFkB	-4	8	-7	·	-21	5	-23
MITF TRPM1 inh	13	4	-7	·	-28	-5	5

Compound profiles, from the list above. Order of screens: NR2E3 ag-1	NR2E3 ag-2	HIF-2a block	KKLEB cytotox	CF NFkB block	Peg3 prom inh	hiPSC survival	Shn3 inh set2	C8 TRAIL sens	EBV LMP1 NFkB	MITF TRPM1 inh
OCCN1CCN(c2cnc(-c3ccsc3)cn2)CC1 is listed as -137	·	-200	-2	-2	-251	3.0	-56	9	·	·
CCN1C(=O)c2ccccc2S(=O)c2ccc(C(=O)N3CCCCCC3)cc21 (stereo unspecified) is listed as -18	4	3	3	-46	4	0.4	1	16	7	8
CCOC(=O)c1c(NC(=O)C2CCCO2)sc2c1CCC2 (stereo unspecified) is listed as 6	1	14	-8	0	6	3.8	9	-12	-4	13
O=C(CSc1nnnn1-c1ccccc1)c1ccco1 is listed as -33	1	-105	13	-5	-115	0.2	-40	-1	-2	-28
O=C(c1cccc(F)c1)N1CCc2ccccc21 is listed as -1	1	-11	-4	-16	-1	1.6	-15	-14	-32	21
